HTR2A ag: mouse Htr2a agonists via beta-arrestin recruitment, primary screen, cell-based, luminescence; 5-hydroxytryptamine receptor 2A (Mus musculus), P35363; CHO-K1 mHTR2A beta-arrestin complementation; percent of 30 µM serotonin response; activation, % at 7.6 µM; actives 0.66% (n = 360,000);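 active means activation above a run cutoff, the mean activation of all tested compounds plus 3 SD, cut at about 14% in these data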;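 further: 0% = plate median of compound wells and 100% = 30 µM serotonin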
CaV13 ICDI inh: Primary screen for inhibitors of IQ motif and Ca2+-dependent inactivation inhibitor domain binding in CACNA1D, Förster resonance energy transfer in living cells, … | HEK cells, CFP/YFP FRET ICDI-IQ, plate reader, 10 min; percent FRET-ratio fall versus neutral wells | inhibition, % at 12.3 µM | actives 0.098% (n = 340,000);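 active means mean replicate inhibition of at least 30% and at least 1% of replicates passing that level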;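 further: 0% = median of the neutral control wells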
aDG glyco up: activators of alpha-DG glycosylation, primary screen, uHTS, Pro5-aDG cells, AlphaScreen | alpha-DG glycosylation AlphaScreen (IIH6); 0% Pro5, 100% B10-LARGE cell signal | activation, % at 10 µM | actives 0.22% (n = 360,000) | AID 624168, 2012;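 active means activation of at least 8% versus controls, or a plate z-score of at least 8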;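 further: Pro5 are CHO cells carrying HIG-tagged alpha-DG that lacks glycosylation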
Cardio protect: cardioprotection against H2O2-induced cell death, primary screen, uHTS, H9c2 cells, ATPLite luminescence; protection from H2O2 cell death, % at 20 µM; actives 0.63% (n = 360,000); AID 588492, 2011; H9c2 cardiomyocytes, H2O2 injury protection, 2 h;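 active means compounds giving at least 50% protection of heart cells from peroxide-induced death in the single-dose screen, raw or plate-pattern-corrected value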;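 further: 0% = DMSO wells with peroxide and 100% = DMSO wells without peroxide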
ABCB6 inh 2: ABCB6 transporter inhibitors, primary screen, K562-ABCB6 cells, flow cytometry, MLPCN library; ATP-binding cassette sub-family B member 6 (Homo sapiens), Q9NP58; K562-ABCB6 porphyrin accumulation, 1 h; hits give low values; fluorescence ratio to DMSO, % at 10 µM; actives 0.19% (n = 360,000); AID 602162, 2011;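 active means fluorescence ratio to DMSO below 75%, the collection mean minus 3 SD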;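 further: signal is porphyrin accumulated inside mitochondria; 100% equals median channel fluorescence of DMSO control wells; lower ratio means ABCB6 inhibition with less porphyrin fluorescence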
Target sequence (Q9NP58 whole entry, looked up): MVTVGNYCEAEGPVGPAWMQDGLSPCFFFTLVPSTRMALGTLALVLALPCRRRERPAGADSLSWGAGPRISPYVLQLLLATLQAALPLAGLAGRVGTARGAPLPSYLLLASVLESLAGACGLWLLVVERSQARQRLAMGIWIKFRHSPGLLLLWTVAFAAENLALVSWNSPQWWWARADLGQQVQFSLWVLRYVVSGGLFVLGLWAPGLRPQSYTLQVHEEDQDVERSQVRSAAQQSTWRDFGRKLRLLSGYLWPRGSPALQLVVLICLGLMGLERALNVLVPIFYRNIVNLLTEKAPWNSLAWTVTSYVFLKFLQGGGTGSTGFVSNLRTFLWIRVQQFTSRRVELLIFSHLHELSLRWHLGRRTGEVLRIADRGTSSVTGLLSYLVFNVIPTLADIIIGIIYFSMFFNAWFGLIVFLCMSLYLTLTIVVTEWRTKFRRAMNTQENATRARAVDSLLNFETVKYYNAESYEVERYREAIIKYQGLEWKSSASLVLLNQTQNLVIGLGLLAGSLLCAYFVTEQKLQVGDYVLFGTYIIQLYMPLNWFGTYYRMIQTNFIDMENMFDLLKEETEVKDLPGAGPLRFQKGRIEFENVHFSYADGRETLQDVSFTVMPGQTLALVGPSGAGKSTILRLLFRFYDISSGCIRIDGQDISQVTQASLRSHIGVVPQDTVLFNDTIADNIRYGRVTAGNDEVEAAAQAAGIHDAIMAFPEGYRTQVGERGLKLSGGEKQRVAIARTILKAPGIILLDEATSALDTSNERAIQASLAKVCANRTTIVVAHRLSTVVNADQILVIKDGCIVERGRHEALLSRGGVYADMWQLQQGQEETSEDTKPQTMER
MC4R antag cAMP: MC4R antagonists of cAMP signaling, primary screen, cell-based, TR-FRET, antagonist arm of biased-ligand search; actives 0.48% (n = 360,000); inhibition, % at 6.5 µM; MC4R-expressing cells, MTII-stimulated cAMP, LANCE TR-FRET;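 active means inhibition above its plate's cutoff, the mean of tested wells on that plate plus 3 SD, cut at about 29% in these data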;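 further: 0% = Melanotan II alone and 100% = Melanotan II plus saturating MCL0020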
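Material – human MC4R-expressing U2OS cells · Repeats – no replicates · Detection – TR-FRET with Eu-cAMP and labeled anti-cAMP, 671 nm · Times – compound 30 min, challenge 1 h, detection 1 h · Compound – single nominal compound dose of 6.5 µM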
MC4R ag barr: MC4R agonists recruiting beta-arrestin, primary screen, cell-based, luminescence, agonist arm of biased-ligand search | Melanocortin receptor 4 (Homo sapiens), P32245 | actives 0.98% (n = 360,000) | U2OS MC4R beta-arrestin complementation; percent of melanotan II response, DMSO zero | activation, % at 8.9 µM | AID 540308, 2011;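 active means activation above a per-plate cutoff, the mean activation of sample wells on that plate plus 3 SD, cut at about 8% in these data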
PDI turbidity: inhibitors of human PDI, primary screen, biochemical, turbidity, single point, plate reader. Protein disulfide-isomerase (Homo sapiens), P07237. PDI insulin aggregation turbidity, A650, 90 min. inhibition, % at 10 µM. actives 0.052% (n = 350,000);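 active means mean inhibition across replicates of 30% or more, whatever share of single replicates reach that level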;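 further: absorbance from insulin aggregation driven by PDI reduction with DTT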
N-glyco inh: increase of ERlucT glycosylation luciferase signal, primary screen, N-linked glycosylation inhibitor project, D54 ERlucT cells, luminescence, set 2. reporter increase, % at 12.5 µM. D54 ERlucT glycosylation luciferase reporter, 24 h; percent of 100 nM tunicamycin response. actives 0.23% (n = 360,000);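 active means mean luciferase reporter signal, scaled so untreated is 0 and the glycosylation-blocking control 100, at or above a set limit in every replicate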;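 further: luciferase carries N-glycosylation sites so blocking glycosylation raises the light; 0% = median of neutral control wells and 100% = median of 100 nM tunicamycin wells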
Vif inh: HIV Vif self-association inhibitors, primary screen, imaging, HEK293T, single point. HEK293T cells, Vif self-association by quenched fluorescence, 24 h. inhibition, % at 7.49 µM. actives 0.35% (n = 340,000); in the data active means inhibition above about 50%, passing the limit was not always enough; further: some results filed as inactive read as strong as hits
Starred values were filed as active, the others as inactive; / = not tested or not shown.

Each structure is followed by: HTR2A ag	CaV13 ICDI inh	aDG glyco up	Cardio protect	ABCB6 inh 2	MC4R antag cAMP	MC4R ag barr	PDI turbidity	N-glyco inh	Vif inh
> CC1Cc2nc(SCC(=O)NCCc3ccccc3)n(C)c(=O)c2S1 (stereo unspecified)
  8	-6	0.0	14	102	4	0.1	0	2	/
> CC(C)C(=O)NC(c1ccccc1Cl)c1c(O)ccc2ccccc12 (stereo unspecified)
  3	-6	0.1	-6	95	-2	0.6	4	-4	2
> FC(F)(F)c1ccc(CN2C[C@@H]3C(c4ccccc4)C4(c5cccnc5)CC3(C4)[C@H]2c2ccccc2)cc1 (stereo partly specified)
  2	-8	-0.1	-16	100	-2	-1.1	3	-8	-1
> Cc1ccccc1C(=O)Nc1ccnn1C1CCN(C(=O)C2CCOC2)CC1 (stereo unspecified)
  -6	/	0.2	3	97	2	-0.4	3	1	11
> C=C(C)Cn1cnc2c(oc3nc4c(cc32)CCCC4)c1=O
  3	-5	0.0	7	96	4	-2.9	-1	-5	-1
> COC(=O)C(C#N)C(c1cccnc1)c1c(C)[nH][nH]c1=O (stereo unspecified)
  2	-8	-0.1	2	95	0	1.2	6	-2	12
> O=C(c1cccn2c(=O)c3ccc(Cl)cc3nc12)N1CCN(Cc2ccc3c(c2)OCO3)CC1
  2	-8	0.1	-1	104	4	2.2	-6	5	/
> O=C(CCc1ccc(S(=O)(=O)N2CCOCC2)cc1)N1CCc2ccccc2C1
  -3	1	0.4	-4	99	-1	-2.0	8	-1	-1
> CNc1nc(SC)nc(N(C)C#N)n1
  0	6	-0.3	-4	100	0	0.4	6	3	-1
> COc1cc(N=CC2=C(O)c3ccccc3C2=O)cc(OC)c1
  3	-17	0.4	0	99	-4	3.3	-3	-2	-6
> COC(=O)c1ccc(NC(=O)c2c(C(=O)Nc3ccccc3)sc3nc(C)cc(=O)n23)cc1
  1	-3	-0.4	-4	98	22	-3.7	-2	0	4
> COc1cccc(N2CCN(C(=O)CC(C)(C)CC3=NS(=O)(=O)c4ccccc4N3)CC2)c1
  0	-15	0.0	0	14*	9	-1.4	-1	-1	-9
> NC(=O)Cn1nc(-c2ccccc2)nc1-c1ccccc1
  8	-12	0.1	2	91	5	-0.5	-1	0	-1
> COc1ccc(NC(=O)N/C=C/c2ccco2)cc1
  3	-5	-0.6	2	98	4	0.7	2	2	10
> Oc1ccc(Br)cc1C=Nc1cccn2cc(-c3ccccc3)nc12
  1	-1	-0.7	33	97	0	-0.1	0	0	0
> Nc1ccn([C@@H]2O[C@H](C(=O)Nc3ccc(Oc4ccccc4)nc3)[C@@H](O)[C@H]2O)c(=O)n1
  -4	/	-0.2	3	100	/	/	/	1	/
> CN(CC(=O)Nc1ccc(OC(F)(F)F)cc1)C(=O)c1ccccc1SCC(=O)N1CCCC1
  -1	-2	0.1	-6	102	7	-1.9	-1	0	0
> O=C(CSc1n[nH]c(=O)n1Cc1ccco1)c1ccc(F)cc1
  -1	-18	-0.2	1	106	1	-1.1	0	0	-2
> NC(=O)C1CCN(C(=O)c2ccc3c(=O)n(Cc4ccco4)c(SCc4ccc([N+](=O)[O-])cc4)nc3c2)CC1
  1	-14	0.1	6	97	4	-0.6	1	-4	-8
> CCOC(=O)CSc1n[nH]c(=O)n1CCc1ccccc1
  2	-20	-0.1	7	94	-5	0.3	-10	-1	-5
> Cc1cccc(-n2cnc3cc([N+](=O)[O-])ccc32)c1
  7	-17	-0.1	-2	95	14	-1.8	6	0	-11
> O=C1CC(c2nc3ccccc3[nH]2)CN1c1ccccc1F (stereo unspecified)
  0	-3	-0.2	6	96	2	-0.4	/	-1	10
> CCOC(=O)c1ccc(S(=O)(=O)NCCN2CCOCC2)cc1
  2	-7	0.0	0	101	3	-4.2	12	0	-7
> O=C1CC(C2CCCO2)C(=O)N1c1cccc(Cl)c1 (stereo unspecified)
  2	/	0.2	0	/	3	-0.8	-2	0	5
> COc1cc(/C=N/NS(=O)(=O)c2ccc3ccccc3c2)ccc1OCCN1CCOCC1
  1	-3	-0.3	2	97	-6	-0.8	-2	-2	-5
> O=c1[nH]c2ccc(Cl)cc2c(-c2ccccc2)c1SC(=S)N1CCCCC1
  5	/	-0.1	40	98	10	-3.7	3	-1	7
> CCN(CC)C(=O)[C@H]1CC(CC(=O)NCCCN(C)C)C(=O)N2CCc3c([nH]c4ccc(OC)cc34)[C@]12C (stereo partly specified)
  3	-5	0.1	2	99	4	-1.6	-5	3	20
> O=[N+]([O-])c1ccc(N2CCN(c3ccccc3O)CC2)cc1
  -4	-2	0.1	2	102	-8	1.6	2	0	-21
> CN(C(=O)c1cn2ccccc2n1)c1c(N)n(Cc2ccccc2)c(=O)[nH]c1=O
  -3	/	0.3	5	102	4	-3.8	-1	1	-1
> CC(=O)Oc1ccc2oc(=O)c3c(c2c1)CCCN3C(=O)CN1CCN(c2ncccn2)CC1
  1	-3	1.0	23	90	-4	-1.8	4	2	18
> CC(/C=C/c1ccco1)=N/NC(=O)C1COc2ccccc2O1 (stereo unspecified)
  2	-14	-0.1	11	96	-3	-1.7	3	6	-6
> CCCn1c(N)c(N(CCOC)C(=O)c2cccc(S(=O)(=O)N3CCCc4ccccc43)c2)c(=O)[nH]c1=O
  -7	-4	-0.3	5	97	0	-2.8	-7	-2	/
> O=c1c2c(nc3cc(-c4ccccc4)[nH]n13)CCC2
  2	/	0.0	-24	95	3	-0.2	1	-3	-4
> CC(C)c1ccc(N(CC(=O)NCc2ccco2)C(=O)CCC(=O)Nc2ccccn2)cc1
  -2	-3	0.1	-1	98	25	-0.6	2	3	4
> O=C(Nc1ccc2oc(-c3ccccc3)nc2c1)c1cccnc1
  -2	-5	0.0	8	102	2	0.3	1	-4	-4
> CC(C)[C@H](NC(=O)NC1CCCC1)C(=O)O
  1	-5	-0.1	-3	96	4	-2.5	-6	1	/
> O=C(CSc1nncn1-c1ccccc1)Nc1ccc(N2CCOCC2)cc1
  0	-6	0.0	4	99	13	1.4	-5	0	9
> COc1cccc(C2(O)CCN(CC(=O)NCC3CC3)CC2)c1
  0	-1	0.0	2	98	8	-3.4	1	2	-3
> COc1ccc(C(CNC(=O)c2cccc3cccnc23)N(C)C)cc1 (stereo unspecified)
  -12	-7	0.2	-3	96	-4	-0.5	-1	-5	-6
> Cc1cccc(N2CCN(C(c3ccccc3)c3nnnn3CC3CCCO3)CC2)c1C (stereo unspecified)
  1	-2	1.8	-5	103	17	-0.3	-3	-3	-6
> Cc1ccc2nc(-c3ccccc3)c(CN3CCN(c4ccccc4F)CC3)n2c1
  0	-5	0.7	-17	100	-1	-1.4	4	2	-13
> CO/N=C/NC(=O)Cc1cn(-c2ncc(C(F)(F)F)cc2Cl)c2ccccc12
  -3	0	1.8	-24	107	-1	0.2	-1	-4	-8
> COc1cc(NC(=O)CCN2CCN(Cc3ccccc3)CC2)cc(OC)c1
  -6	-3	0.6	-3	100	0	-1.3	11	-1	-7
> CC1CN(C(=O)Nc2cccc(Cl)c2)C2(CCCCCC2)O1 (stereo unspecified)
  3	-19	0.0	4	101	-10	-4.1	2	-4	-1
> CCOc1ccc(NC(=O)c2ccc(-c3csc(C)n3)cc2)cc1
  1	-4	-0.1	3	95	4	2.0	2	-2	-3
> COc1ccc(C)cc1NC(=O)CNC(=O)Cn1ccc2ccccc2c1=O
  -3	-8	0.7	-1	97	-4	-1.1	0	1	9
> Cc1ccc(OCC(=O)N2CCN(S(=O)(=O)c3ccccc3[N+](=O)[O-])CC2)cc1
  -2	-5	0.1	0	99	13	-0.4	12	1	1
> CC(=O)NC1C(c2nc3ccccc3s2)=C(c2ccccc2)C(=O)N1c1ccc(C)cc1 (stereo unspecified)
  4	-6	-0.1	-3	98	-3	-1.9	-11	1	-10
> CCOC(=O)C1C(C(=O)Nc2cccc(C(F)(F)F)c2)C1C(=O)NC(C)C (stereo unspecified)
  2	-7	0.1	-3	96	4	-3.2	-5	1	6
> Cc1cc(=O)n2nc(N3CCCC3C(=O)Nc3cccc(F)c3)sc2n1 (stereo unspecified)
  3	-7	-0.2	2	102	15	0.7	/	1	2
> CC1CN(c2ccc([N+](=O)[O-])c(NCCOc3ccccc3)c2)CC(C)N1 (stereo unspecified)
  -8	-20	0.1	-6	99	1	-1.8	9	1	0
> O=C1CC2C(=O)NCCN2C(=NC(=O)c2ccc(Cl)cc2)N1 (stereo unspecified)
  2	-2	-0.5	3	96	10	0.5	-1	0	-3
> COc1cc2sc(C)nc2c2ccccc12
  7	-5	-0.1	-6	92	-20	1.5	-16	3	5
> COc1ccc(-c2nc(SCC(=O)N3CCOCC3)n[nH]2)cc1
  1	/	0.0	0	97	3	0.7	11	2	8
> CCOC(=O)c1ccccc1NC(=O)Cc1ccc(OC)c(S(=O)(=O)N2CCOCC2)c1
  3	-5	0.6	6	97	11	2.3	-1	-2	-17
> CC(=O)Nc1ccc(CN2CCN(CC=C(C)C)C(CCO)C2)cc1 (stereo unspecified)
  -1	-5	-0.1	6	95	10	0.1	1	1	2
> O=C(O)c1cc(S(=O)(=O)Nc2ccc3cn[nH]c3c2)ccc1O
  8	-6	0.5	-5	97	6	-2.2	5	3	-3
> CSc1ccccc1NC(=O)c1csc(C)c1
  2	-6	0.1	-2	97	-2	-0.2	-6	2	/
> O=C(NCCc1ccccc1)C1(c2ccccc2)CCCC1
  2	-7	0.0	-7	96	2	-1.0	-4	1	-10
> COC(=O)c1cc(NC(=O)c2nn(C)c(=O)c3ccccc23)cc(C(=O)OC)c1
  3	-4	-0.2	35	96	-3	-0.8	-1	7	-8
> CCN(CC)C(=O)Nc1ccccc1C
  1	-5	-0.1	14	103	3	-1.3	8	-1	/
> Cc1cc2oc3ccc(NCCCN4CCOCC4)cc3c(=O)c2cc1C
  -7	-12	1.1	-22	111	-1	1.9	-7	5	-9

Compound activity (PubChem BioAssay)
